Screens from PubChem BioAssay.
DAGLB inhibitor: diacylglycerol lipase beta (human) inhibition; 0.059% of 340,000 active; Q8NCG7; AID 504411; HEK293T DAGLB membrane lysate, EnzChek fluorogenic substrate; inhibition, % at 5.17 µM; in the data active = inhibition above about 34%;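 also: 0% = enzyme with vehicle and 100% = wells lacking enzyme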
Target sequence (Q8NCG7 whole entry, looked up): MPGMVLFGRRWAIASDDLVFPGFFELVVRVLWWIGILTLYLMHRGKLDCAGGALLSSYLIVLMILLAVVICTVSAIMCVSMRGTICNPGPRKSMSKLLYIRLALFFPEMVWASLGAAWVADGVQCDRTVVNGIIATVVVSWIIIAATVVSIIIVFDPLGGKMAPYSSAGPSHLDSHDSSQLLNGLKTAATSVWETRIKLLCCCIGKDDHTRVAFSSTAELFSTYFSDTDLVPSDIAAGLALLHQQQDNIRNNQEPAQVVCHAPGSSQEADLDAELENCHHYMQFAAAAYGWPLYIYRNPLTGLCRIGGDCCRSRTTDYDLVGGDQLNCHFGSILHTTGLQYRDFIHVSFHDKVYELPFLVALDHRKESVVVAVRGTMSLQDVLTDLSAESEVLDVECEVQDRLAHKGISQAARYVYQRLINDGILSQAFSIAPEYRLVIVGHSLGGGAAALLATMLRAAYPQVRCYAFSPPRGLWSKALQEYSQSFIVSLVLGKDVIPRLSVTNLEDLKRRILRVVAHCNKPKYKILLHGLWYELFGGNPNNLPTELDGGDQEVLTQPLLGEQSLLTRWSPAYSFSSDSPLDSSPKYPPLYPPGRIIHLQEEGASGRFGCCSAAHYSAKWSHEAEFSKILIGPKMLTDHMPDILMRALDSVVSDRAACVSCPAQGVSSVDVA
HTR5A ag ctr: counter-screen for OPRM1-OPRD1 agonists: human HTR5A agonism; HTR5A agonist assay, luminescence, cell-based; activation, % at 9.3 µM; 0.61% of 340,000 active; AID 504692; in the data active = activation mostly above about 9.5%, no sharp cut-off; inactive = mostly below about 7.6%;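 also: 0% = cells with vehicle only and 100% = reference agonist; strong numbers were not always called active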
Target sequence (P47898 whole entry, looked up): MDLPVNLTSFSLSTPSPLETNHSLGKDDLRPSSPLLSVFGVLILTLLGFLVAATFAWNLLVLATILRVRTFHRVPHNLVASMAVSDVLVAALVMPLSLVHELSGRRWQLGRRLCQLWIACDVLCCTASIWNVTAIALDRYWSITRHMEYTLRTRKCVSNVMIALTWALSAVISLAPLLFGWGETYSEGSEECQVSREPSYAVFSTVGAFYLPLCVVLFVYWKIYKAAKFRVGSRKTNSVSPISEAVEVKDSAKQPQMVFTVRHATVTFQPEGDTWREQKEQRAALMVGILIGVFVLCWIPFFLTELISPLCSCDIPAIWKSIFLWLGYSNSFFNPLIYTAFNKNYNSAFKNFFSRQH
OPRM1-OPRD1 inv: mu-delta opioid heterodimer inverse agonism; inhibition, % at 9.3 µM; P35372+P41143; AID 504357; cell-based MOR-DOR heterodimer luminescence; 0.21% of 340,000 active; in the data active = inhibition above about 22%, passing the limit was not always enough;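 also: 0% = cells with DMSO and 100% = wells without cells with DMSO; values of inactives mirror those of a sister screen read the other way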
PKA-R2B act: activators of human PKA-R2B complex; P22694+P31323; PKA-R2B holoenzyme dissociation, Cy5-IP20 fluorescence polarization; R2B truncated from residue 108, S112A mutant; 0% DMSO only, 100% 113 µM cGMP; activation, % at 11.4 µM; 0.079% of 340,000 active; AID 504700;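 active = activation above a cutoff set at the mean over all compounds plus 3 SD, cut at about 18% in these data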;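 also: higher means more holoenzyme dissociation and a rise in polarization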
HTR5A inv ctr: counter-screen for OPRM1-OPRD1 inverse agonists: human HTR5A inverse agonism; P47898; HTR5A cell line, luminescence; inhibition, % at 9.3 µM; 0.083% of 340,000 active; AID 504634; in the data active = inhibition mostly above about 23%, no sharp cut-off; inactive = mostly below about 18%;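 also: 0% = cells with DMSO and 100% = no-cell wells with DMSO; some compounds called inactive have numbers as strong as hits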
DSG3 Ab inh: inhibitors of pemphigus antibody binding to human desmoglein-3. P32926. DSG3-coupled beads, scFv-anti-DSG3-GFP binding, flow cytometry; stronger effect = lower value. binding (percent of control), % at 10 µM. 0.48% of 310,000 active;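 active = binding more than 3 SD below its plate's average and above zero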;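 also: hits lower antibody fragment binding to DSG3; some compounds called inactive have numbers as strong as hits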
PKA-R1A activ: activators of PKA-R1A complex. P00514+P68181. PKA-R1A dissociation, Cy5-IP20 fluorescence polarization; scaled: DMSO 0%, 113 µM cGMP 100%. activation, % at 11.4 µM. 0.083% of 340,000 active. AID 504707;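 active = percent activation above the mean of all tested compounds plus 3 SD, cut at about 19% in these data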;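 also: higher means more PKAc released from R1A so a rise in polarization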
OPRM1-OPRD1 ag: agonists of human mu-delta opioid receptor heterodimerization; P35372+P41143; cells, OPRM1-OPRD1 heterodimerization, luminescence; activation, % at 9.3 µM; 0.3% of 340,000 active; AID 504326; in the data active = activation above about 18%;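 also: 0% = vehicle-treated cells and 100% = reference agonist; values of inactives mirror those of a sister screen read the other way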
V-ATPase pH: alters yeast V-ATPase proton transport; response, % at 10 µM; 0.37% of 350,000 active; AID 504577; S. cerevisiae, pHLuorin cytosolic pH fluorescence; in the data active = response mostly above about 7.3%, no sharp cut-off; inactive = mostly below about 5.4%; also: actives read high; inactives centre near 0; some compounds called inactive have numbers as strong as hits; reference of the scale not given here
Arrestin-AP2 inh: human beta-arrestin and AP2 interaction inhibition | FITC-arrestin peptide / GST-AP2 beads, flow cytometry; AP2 beta2 appendage carries R879A mutation | inhibition, % at 10 µM | 0.31% of 340,000 active;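 active = inhibition above a set limit, near 3 SD of compounds lacking own fluorescence, cut at about 54% in these data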;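 also: plate controls were DMSO wells for no effect and 5 µM unlabelled arrestin peptide for full effect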
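System: GST-AP2 R879A glutathione beads; medium: PBS, Tween 20 0.05%, BSA 0.1%; reagent: fluorescein-tagged arrestin peptide at 50 nM final; schedule: pre-incubation 12 min, peptide binding 1 h, room temperature; detection: flow cytometry, FL1 (488/535 nm); read-out: inhibition as reduced fluorescein signal on beads, percent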
Active calls of the source: *; · = no result given.

Results follow in this order: DAGLB inhibitor | HTR5A ag ctr | OPRM1-OPRD1 inv | PKA-R2B act | HTR5A inv ctr | DSG3 Ab inh | PKA-R1A activ | OPRM1-OPRD1 ag | V-ATPase pH | Arrestin-AP2 inh
- COC(=O)c1[nH]c(=O)c2ccccc2c1O
    -1 | -5 | 42* | -5 | 12 | 103 | -9 | -10 | -5 | -2
- C[C@H](NC(=O)OC(C)(C)C)c1nnc(SCC(=O)Nc2cccc(Cl)c2)o1
    1 | 3 | 2 | 0 | -13 | · | 1 | -0.3 | 1 | 3
- Cn1c(N2CCOCC2)c(C#N)c2ccccc21
    -1 | -1 | 4 | 2 | 2 | 98 | -7 | -0.9 | 3 | 8
- CCOc1ccc(NC(=O)CN(C)C(=O)CC2CC3CCC2C3)cc1OCC (configuration not stated)
    -3 | 3 | 12 | 3 | -1 | · | -1 | -2.2 | -1 | 39
- COc1ccc(NC(=O)c2cccnc2)cc1OCC(C)C
    1 | -3 | 15 | -11 | 10 | 118 | 0 | -3.1 | -4 | -2
- O=C1CCCC(O)=C1N=Nc1ccc(Cl)c(Cl)c1
    0 | 5 | 5 | -18 | -14 | 93 | -5 | -0.8 | -4 | ·
- COc1ccc(CCNc2cc(C)nc3c(-c4ccccc4)cnn23)cc1OC
    -3 | 1 | -20 | -11 | -46 | 98 | 7 | 3.7 | 4 | -8
- COC(=O)CCN(C)CCC(=O)OC
    -2 | 0 | 5 | -4 | 5 | 105 | -4 | -1.2 | -2 | 8
- Cc1cc(C)cc(N(C(=O)CNC(=O)c2ccco2)C(C(=O)NC2CCCC2)c2ccncc2)c1 (configuration not stated)
    0 | -1 | 8 | -8 | 3 | · | 1 | -1.3 | -2 | -12
- CCC(C(=O)NCCCN1CCN(C)CC1)n1nc(C)n2c(cc3occc32)c1=O (configuration not stated)
    1 | 0 | 0 | -1 | 11 | · | -5 | -0.1 | -1 | 6

Reprinted from the part before: 4 compounds, then new ones.
Results follow in this order: DAGLB inhibitor | HTR5A ag ctr | OPRM1-OPRD1 inv | PKA-R2B act | HTR5A inv ctr | DSG3 Ab inh | PKA-R1A activ | OPRM1-OPRD1 ag | V-ATPase pH | Arrestin-AP2 inh
- COc1ccc(CCNc2cc(C)nc3c(-c4ccccc4)cnn23)cc1OC
    -3 | 1 | -20 | -11 | -46 | 98 | 7 | 3.7 | 4 | -8
- COC(=O)CCN(C)CCC(=O)OC
    -2 | 0 | 5 | -4 | 5 | 105 | -4 | -1.2 | -2 | 8
- Cc1cc(C)cc(N(C(=O)CNC(=O)c2ccco2)C(C(=O)NC2CCCC2)c2ccncc2)c1 (configuration not stated)
    0 | -1 | 8 | -8 | 3 | · | 1 | -1.3 | -2 | -12
- CCC(C(=O)NCCCN1CCN(C)CC1)n1nc(C)n2c(cc3occc32)c1=O (configuration not stated)
    1 | 0 | 0 | -1 | 11 | · | -5 | -0.1 | -1 | 6
- CCOC(=O)CC(S(=O)(=O)c1ccccc1)S(=O)(=O)c1ccccc1
    -5 | · | · | -7 | · | 107 | 2 | · | -1 | ·
- COc1cc(OC)c(C(=O)Nc2ncn[nH]2)cc1OC
    -1 | 0 | -1 | -4 | -13 | 104 | -8 | 0.1 | -2 | -5
- Nc1nnc(CCCCCCCCCCc2nnc(N)s2)s1
    -1 | -3 | -11 | -9 | 8 | 92 | -14 | 1.5 | -2 | 11
- COC(=O)CNC(=O)c1sc2ncn(CC(=O)Nc3ccc(C)c(Cl)c3)c(=O)c2c1C
    -3 | -3 | 6 | -9 | 9 | 99 | 1 | -0.8 | -2 | -1
- COc1ccc(NC(=O)COc2ccc(-n3cnnn3)cc2)cc1OC
    1 | 5 | 7 | 2 | -9 | 93 | 2 | -1.5 | 0 | -4
- O=C(c1ccco1)n1c(=S)nc2ccccn21
    -2 | -2 | 4 | -21 | 10 | 98 | -5 | -0.7 | 6 | -10
- CC(C)=CC(=O)Nc1cccc(S(=O)(=O)NC2=NCCCCC2)c1
    -1 | 12 | 6 | 2 | -33 | · | -10 | -1.5 | 2 | -11
- CCOc1cc(CNCc2ccccn2)ccc1OCC(=O)NC1CCCCC1
    -4 | 0 | 5 | -15 | 1 | 106 | -5 | -0.8 | -2 | 14
- Cc1nnc(NC(=O)CSc2nnc3scc(-c4ccc(C)c(C)c4)n23)s1
    0 | 1 | 5 | -19 | -2 | 103 | 2 | -0.9 | 0 | 0
- O=C(NC1CCCCC1)C1CCCN(S(=O)(=O)c2ccc(F)cc2)C1 (configuration not stated)
    4 | -2 | 5 | -14 | 5 | 120 | 1 | -0.9 | -4 | 24
- O=C(CS(=O)(=O)c1c[nH]c2ccccc12)N1CCCCCC1
    0 | 4 | 12 | -4 | 7 | 101 | -6 | -2.3 | -1 | -2
- CN(c1ccc(F)cc1)S(=O)(=O)c1ccc(Cl)c(C(=O)OCC(=O)NC2CC2)c1
    -1 | 0 | 12 | -3 | -2 | · | 5 | -3.0 | 0 | 6
- O=S(=O)(Nc1c(O)ccc2ccccc12)c1cccc2ccccc12
    4 | 3 | -86 | 7 | -5 | 103 | 6 | 17 | 0 | 19
- O=C1NC(=O)C2(CCCC2C(=O)O)N1 (configuration not stated)
    -3 | 3 | 10 | -7 | -10 | 116 | 5 | -2.1 | 1 | 7
- Cc1ccc(C(=O)NCC(=O)Nc2ccc3c(c2)CCC3)cc1
    -5 | 1 | 5 | 2 | -5 | · | 3 | -1.1 | 0 | 1
- CC(C)(C)NC(=O)COC(=O)Cc1ccc(Cl)cc1
    0 | 2 | 2 | -4 | -12 | 105 | 8 | -0.3 | -1 | -3
- COc1ccc(C(C)=O)cc1CSc1ccc(S(=O)(=O)N2CCOCC2)cn1
    -3 | -2 | 20 | -11 | -43 | · | -13 | -5.4 | 1 | -5
- Cc1cc(C(=O)CN2C(=O)NC3(CCCc4sccc43)C2=O)c(C)n1-c1ccccc1 (configuration not stated)
    0 | 3 | 5 | 1 | 3 | 87 | -15 | -1.1 | 2 | 30
- c1ccc(-n2nnnc2SCc2cn3ccccc3n2)cc1
    2 | 1 | 11 | -4 | -16 | · | -10 | -2.1 | 4 | -5
- CCn1c(CNc2ccc(Cl)cc2)nnc1SCc1ccccc1
    -14 | -2 | 16 | -9 | 3 | · | 2 | -3.2 | 1 | -1
- COc1cc2c(cc1OC)C[N+](C)(C)CC2
    -6 | 0 | 7 | 4 | 16 | · | 5 | -1.3 | 1 | 0
- Cc1cc(NC(=O)CCC(=O)N(c2ccccc2)C2(C(=O)NC3CCCCC3)CCCC2)no1
    -1 | 1 | 4 | 2 | -20 | 71 | -18 | -0.8 | 0 | 2
- Cc1cc(C)c2nc(Nc3nc(CSc4nc5ccccc5[nH]4)cc(=O)[nH]3)nc(C)c2c1
    1 | 5 | -3 | -2 | 22 | 101 | -10 | 0.6 | 1 | -2
- Cc1ccc(-c2cnc3cc(C)nn3c2)cc1
    -4 | 1 | 8 | -2 | -2 | 110 | 1 | -1.6 | -1 | -12
- O=C(COc1ccc(F)cc1)Nc1nnc(-c2ccncc2)s1
    1 | -6 | 9 | 0 | -2 | 94 | -6 | -1.8 | 3 | 9
- COc1ccc2c(OC)cc(-c3ccccc3)nc2c1
    -8 | 2 | -8 | -6 | 10 | · | -11 | 1.3 | 1 | 7
- S=C1SCCCN1Cc1ccc(Cl)cc1
    0 | · | · | 9 | · | 111 | -4 | · | 3 | ·
- Cc1nn(CC(=O)N2CCOCC2)c(=O)c2c1sc1ccccc12
    3 | 6 | 15 | 13 | -7 | 97 | -4 | -2.9 | 0 | 0
- Cc1cc(C)cc(NC(=O)C(=O)NCc2ccccn2)c1
    0 | -1 | 8 | -1 | 2 | 99 | -14 | -1.6 | -3 | 41
- Cc1ccc(OCC(=O)NNC(=O)Cn2c(=O)cnc3ccccc32)cc1
    2 | -2 | 7 | -1 | -22 | 102 | 2 | -1.1 | 1 | 13
- Cc1c(CNC2CCCC2)c(C(=O)O)c(C)n1Cc1ccccc1
    2 | 3 | 7 | -6 | -1 | 101 | 5 | -1.6 | 0 | 15
- CC(=O)Nc1ccc(C(=O)/C=C/c2ccc[nH]2)cc1
    -2 | -3 | 19 | 13 | 8 | 117 | -3 | -3.7 | -4 | 6
- CN(C)c1ccc(/C=C2\N=C(c3ccc(Cl)c([N+](=O)[O-])c3)NC2=O)cc1
    3 | 3 | -4 | -13 | -9 | 114 | 5 | 0.5 | -2 | 7
- O=S(=O)(Nc1ccc(Cl)cc1)c1cccc2cccnc12
    -1 | 2 | -7 | -7 | -9 | 107 | -6 | 1.4 | -4 | 11
- Cc1oc(C(C)(C)C)cc1-c1cc(NC(=O)c2ccc([N+](=O)[O-])cc2)n[nH]1
    0 | 4 | -26 | 3 | 12 | 123 | -6 | 4.9 | -10 | 3
- O=C(NCC1CC1)c1ccc2c3n(nc2c1)-c1ccc(Cl)cc1CO3
    -1 | -6 | -7 | -1 | 8 | 104 | -5 | 1.4 | 11 | 16
- COc1ccc(N2CCOCC2)c(NC(=O)c2cc3ccccc3o2)c1
    -11 | 0 | -41 | -7 | -16 | 100 | 3 | 5.0 | 7 | 8
- O=C1CN(C(=O)CSc2nc3c(cnn3-c3ccccc3)c(=O)[nH]2)c2ccccc2N1
    4 | 0 | -12 | -6 | -1 | 104 | 3 | 3.0 | 5 | 12
- Cc1cc(S(=O)(=O)N2CCOCC2)ccc1OCC(=O)N1CCOCC1
    0 | -1 | -6 | 2 | -4 | 102 | -3 | 0.7 | 2 | -1
- Cc1ccc(NC(=O)c2ccc(OCC3CCCO3)cc2)c(C)c1 (configuration not stated)
    -2 | 4 | 6 | -4 | -13 | 103 | -4 | -1.1 | 4 | ·

3 entries already listed, arranged by count of non-hydrogen atoms, descending.
Results follow in this order: DAGLB inhibitor | HTR5A ag ctr | OPRM1-OPRD1 inv | PKA-R2B act | HTR5A inv ctr | DSG3 Ab inh | PKA-R1A activ | OPRM1-OPRD1 ag | V-ATPase pH | Arrestin-AP2 inh
- Cc1oc(C(C)(C)C)cc1-c1cc(NC(=O)c2ccc([N+](=O)[O-])cc2)n[nH]1
    0 | 4 | -26 | 3 | 12 | 123 | -6 | 4.9 | -10 | 3
- O=C(NCC1CC1)c1ccc2c3n(nc2c1)-c1ccc(Cl)cc1CO3
    -1 | -6 | -7 | -1 | 8 | 104 | -5 | 1.4 | 11 | 16
- Cc1ccc(NC(=O)c2ccc(OCC3CCCO3)cc2)c(C)c1 (configuration not stated)
    -2 | 4 | 6 | -4 | -13 | 103 | -4 | -1.1 | 4 | ·
